# Bioassay records (PubChem BioAssay)
# N370S GC: inhibits or activates N370S mutant glucocerebrosidase; P04062; N370S GC spleen homogenate, 4MU-glucoside fluorescence; Potency, µM (series often up to 59.4 µM), for the others: at the highest dose activity change, negative = inhibition, usual class: inhibitors; 330,000 compounds, 0.092% hits; AID 2101;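 also: 0% = full enzyme activity and -100% = no enzyme basal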
# FEN1 inhibitor: inhibitors of human flap endonuclease 1 | P39748 | 390,000 compounds, 0.35% hits | Potency, µM (titrated, usually from 114 µM), inactives show at the highest dose activity change, negative = inhibition, actives largely listed as inhibitors | Recombinant FEN1 flap cleavage, fluorescence, 15 min | AID 588795; also: nearly all actives have a fitted effect of over 65% in size
#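 Concentration–response screening of FEN1 (10 nM): 15 min compound preincubation at room temperature, reaction started with 50 nM substrate and read at 0 and 15 min. Corrected, normalized data were fitted by a four-parameter Hill equation.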
# KAT2A inh: inhibitors of human GCN5L2 histone acetyltransferase | Q92830 | GCN5L2 HAT assay, ThioGlo1 CoA-SH fluorescence | Potency, µM (series often up to 58.9 µM), for inactives: at the highest dose activity change, negative = inhibition, most hits filed as inhibitors | 390,000 compounds, 0.21% hits
#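 Titration-based screen in which CoA formation is detected via maleimide probe ThioGlo1 (50uM) turning fluorescent on thiol reaction; substrates H3(1-25) 75uM and acetyl-CoA 70uM, GCN5L2 20nM, 20 min incubation at room temperature.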
# Numbers without * were called inactive; ? = inconclusive; . = not tested or not shown. Calls follow the shape of the dose curve; as a rule, active = well fitted curve in the direction sought with a large enough effect; inconclusive = small, poorly fitted or top-dose-only effect, or another doubt; inactive = no such curve, though single readings can be large; an effect the other way counts as inactive or inconclusive. Unless noted, % is scaled to controls: 0 for no effect and ±100 for the full control effect; potency is read from the fitted curve at half-maximal effect. A portion of the library; rates above refer to the full screens.
SMILES,N370S GC,FEN1 inhibitor,KAT2A inh
COc1ccc(S(=O)(=O)CCC(=O)Nc2c(C)n(C)n(-c3ccccc3)c2=O)cc1,3%,5%,-6%
O=c1c2ccccc2nnn1Cc1ccccc1Cl,-6%,13%,-4%
O/N=C/c1ccc2ccccc2c1,15%,0%,-6%
CCCn1ncc(C(=O)NC2CCCN(Cc3ccc(Cl)cc3)C2)c1C (stereo not given),-7%,-4%,-8%
N/C(=N\OC(=O)CCC1CCCCC1)c1ccccn1,5%,-4%,2%
CCOC(=O)c1cnc2c(-c3ccc(F)cc3)cnn2c1C(F)(F)F,-2%,4%,-22%
CCC(c1nnc(SCc2nc3ccccc3s2)n1Cc1ccccc1)N(C)C (stereo not given),3%,-11%,-2%
C=CCNC(=O)CSc1nc2ccccc2c(=O)n1CCc1ccc(OC)c(OC)c1,-14%,16%,-2%
C=CCC[C@@H](Cc1ccc(F)cc1)C(=O)OC[C@@H](C)NC(=O)[C@H](CC=C)CC(=O)N(CCO)Cc1ccccc1,.,-8%,9%
CN(C)S(=O)(=O)c1cccc(NC(=O)c2ccc(OC(F)(F)F)cc2)c1,9%,-17%,-5%
CCNC(=O)c1cc(Cl)ccc1OC,0%,9%,5%
CCC(CC)C(=O)Nc1cccc(C(=O)NC(C)(C)C)c1,-1%,1%,-9%
CC(=O)c1ccc(N2CCCCC2)c(F)c1,8%,-5%,5%
O=C(Nc1ccc(S(=O)(=O)N2CCOCC2)cc1)c1ccc(Cl)cc1Cl,-6%,7%,-9%
COc1ccc(/C(C)=N\Nc2nc(-c3ccccc3)cc(=O)[nH]2)cc1,2%,-4%,0%
O=[N+]([O-])c1ccccc1/C=N/n1c(-c2cccnc2)n[nH]c1=S,3%,-5%,-4%
Cc1ccc(Cl)cc1N1CCN(Cc2nc3c(c(=O)[nH]c(=O)n3C)n2Cc2ccccc2F)CC1,10%,2%,-4%
O=C(O)c1ccccc1NC(=O)C1C2C=CC(C2)C1C(=O)O (stereo not given),2%,4%,1%
COCCNC(=O)CNC(=S)N(Cc1ccccc1)Cc1cccnc1,0%,-3%,-2%
CCc1noc(C)c1C(=O)N1CCCC(C(=O)c2cc(F)ccc2OC)C1 (stereo not given),7%,-11%,-20%

# Part of the list above in order of number of heavy atoms, ascending:
SMILES,N370S GC,FEN1 inhibitor,KAT2A inh
O=[N+]([O-])c1ccccc1/C=N/n1c(-c2cccnc2)n[nH]c1=S,3%,-5%,-4%
COc1ccc(/C(C)=N\Nc2nc(-c3ccccc3)cc(=O)[nH]2)cc1,2%,-4%,0%
O=C(Nc1ccc(S(=O)(=O)N2CCOCC2)cc1)c1ccc(Cl)cc1Cl,-6%,7%,-9%

# Next compounds follow.
SMILES,N370S GC,FEN1 inhibitor,KAT2A inh
O=c1oc2ccccc2c(CNc2ccccc2)c1[N+](=O)[O-],1%,-10%,-19%
O=C(NCCC(=O)N1CCc2ccccc21)c1ccccc1Cl,-4%,-3%,1%
CNc1nc(SC)nc2ccsc12,-3%,-2%,-2%
C=CCn1c(O)c(N=NC(=O)C(O)c2ccccc2)c2ccccc21 (stereo not given),-1%,14%,3%
CSc1nc(SCC(=O)NCC2CCCO2)c2c3c(sc2n1)CN(C)CC3 (stereo not given),4%,?,-11%
Cc1nn(-c2ccccc2)c(C)c1/C=C/C(=O)OCC(=O)Nc1ncc(C(F)(F)F)cc1Cl,?,6%,-2%
CC(=O)c1c(C)[nH]c(C(=O)OCC(=O)NCc2cccs2)c1C,.,-4%,-1%
Cc1ccc2nc3c(cc(C(=O)NC4CCCCC4)c(=N)n3C(C)C)c(=O)n2c1,.,20%,3%
CN(C)/C=C1\C=C(c2ccccc2)OC1=O,-20%,-11%,-17%
COc1ccc2c(c1)CCCC21NC(=O)N(CC(=O)NC(=O)NCc2ccccc2)C1=O (stereo not given),3%,-4%,-4%

# 4 of the compounds above, with each value named.
Structure: Cc1nn(-c2ccccc2)c(C)c1/C=C/C(=O)OCC(=O)Nc1ncc(C(F)(F)F)cc1Cl
  N370S GC: ? | FEN1 inhibitor: 6% | KAT2A inh: -2%

Structure: CC(=O)c1c(C)[nH]c(C(=O)OCC(=O)NCc2cccs2)c1C
  N370S GC: . | FEN1 inhibitor: -4% | KAT2A inh: -1%

Structure: Cc1ccc2nc3c(cc(C(=O)NC4CCCCC4)c(=N)n3C(C)C)c(=O)n2c1
  N370S GC: . | FEN1 inhibitor: 20% | KAT2A inh: 3%

Structure: CN(C)/C=C1\C=C(c2ccccc2)OC1=O
  N370S GC: -20% | FEN1 inhibitor: -11% | KAT2A inh: -17%

# Additional results follow:
SMILES,N370S GC,FEN1 inhibitor,KAT2A inh
Cc1ccc(OCC(O)CN2CCN(c3ccccn3)CC2)c(C)c1 (stereo not given),-3%,5%,2%
CCOC(=O)c1cn2nc(N3CCCC3)ccc2n1,-2%,8%,-2%
COc1cccc2cc(C(C)N(CCCN3CCOCC3)C(=O)Nc3ccccc3)oc12 (stereo not given),-3%,-9%,-10%
CC1=CCC2C(=O)N(c3cccc(C(=O)NCc4ccccc4)c3)C(=O)C2C1 (stereo not given),-5%,-1%,-4%
Cc1nc2ccccc2c2oc(C(=O)N3CCN(C4CCCCC4)CC3)cc12,-2%,3%,1%
CCOC(=O)C1CCCN(S(=O)(=O)c2ccc3c(c2)CCN3C(=O)CC)C1 (stereo not given),.,21%,-1%
COc1ccc(S(=O)(=O)N2CCOCC2)cc1NC(=O)CC1CCCC1,.,-5%,-8%
CSc1ccccc1NC(=O)CN(C)Cc1cccc(Cl)c1,1%,-11%,-3%
Cc1ccc(C(=O)c2oc3ccccc3c2NC(=O)COc2ccccc2Cl)cc1,.,4%,-2%
CCCN(CCC)C(=O)c1ccc2c(=O)n(Cc3ccco3)c(=S)[nH]c2c1,-6%,-7%,-6%
CCc1ccc(CN2CCc3nc(N4CCN(c5ccccc5F)CC4)ncc3C2)cc1,.,-4%,8%
Nc1nccc(-c2ccc(-n3cccc3)cc2)n1,-15%,5%,1%
CCOc1ccc(OCC)c(NC(=O)C2COc3ccccc3O2)c1 (stereo not given),-8%,-19%,1%
COc1ccc(CNC(=O)Cn2nnc3ccccc3c2=O)cc1,10%,21%,-23%
CCOc1ccccc1NC(=O)c1ccoc1C,6%,-4%,-5%
CCCn1c(SCC(=O)N(C2CCCCC2)C2CCS(=O)(=O)C2)n[nH]c1=O (stereo not given),.,0%,1%
CC(=O)C1CCC2C3CCC4=CC(=O)CC[C@@]4(C)C3CC[C@]12C (stereo not given in full),26%,.,2%
CCN=c1scc(C)n1/N=C/c1ccc(O)c(O)c1O,-22%,?,-6%
COCCn1c(-c2ccc(Cl)cc2Cl)nc2c(c(=O)c3ccccc3n2C)c1=O,2%,6%,-5%
CCOc1ccc2nc(NC(=O)CSC3=NCCS3)sc2c1,19%,-9%,-8%
Cn1cnnc1Sc1ccc(C(=O)OCC(=O)NCC(F)(F)F)cc1[N+](=O)[O-],18%,0%,-1%
CCOC(=O)C1C(=O)NC(SC)=C(C#N)C1c1ccccc1F (stereo not given),3%,-4%,-10%
CN1CCN(c2nc3ccccn3c(=O)c2C=O)CC1,-22%,0%,-1%
CSc1ccccc1NC(=O)CSc1n[nH]c(N)n1,3%,-1%,-3%
Cc1ccc(S(=O)(=O)N2CCOCC2)cc1C(=O)OCC(=O)Nc1ccc2c(c1)OCO2,-7%,2%,.
Cc1cccc(OCCCCCn2ccnc2)c1,-4%,-3%,-1%
O=C(NCc1ccc(F)cc1)C1CCC(=O)N1CCc1ccccc1 (stereo not given),7%,-4%,0%
